SRC3 inh: SRC3 coactivator transcriptional activity inhibitors, primary screen, cell-based, luminescence | Nuclear receptor coactivator 3 (Homo sapiens), Q9Y6Q9 | HEK293 GAL4-SRC3 luciferase reporter | inhibition, % at 3.6 µM | 360,000 tested, 0.17% active | AID 588352, 2011;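 active = inhibition above a per-campaign cutoff, the mean of all compounds plus 3 SD, cut at about 60% in these data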;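 also: 0% = DMSO-treated cells and 100% = gossypol-treated cells at 36 µM; higher means less SRC3-driven luciferase light from the GAL4 reporter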
EBV LMP1 NFkB: EBV LMP1-driven NF-kappaB luciferase reporter inhibitors, primary screen, cell-based, luminescence, single point; 350,000 tested, 0.69% active; inhibition, % at 12.5 µM; AID 504558, 2011; LMP1-induced NF-kappaB luciferase reporter cells; in the data active = inhibition above about 41%;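 also: 0% = neutral control wells and 100% = reference inhibitor control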
Vif imaging: HIV Vif self-association inhibitors, primary screen, imaging, HEK293T, single point; 340,000 tested, 0.35% active; HEK293T cells, Vif self-association by quenched fluorescence, 24 h; AID 602346, 2012; inhibition, % at 7.49 µM; in the data active = inhibition above about 50%, passing the limit was not always enough; also: some results filed as inactive read as strong as hits
NOD2 RIPK2 PPI: NOD2-RIPK2 binding disruptors in cells, primary screen, fluorescence, CHO cells, BLA complementation. Receptor-interacting serine/threonine-protein kinase 2 (Homo sapiens), O43353. CCF4 ratio. inhibition, % at 4.98 µM. 360,000 tested, 0.38% active; in the data active = inhibition above about 21%;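 also: 0% = vehicle only and 100% = reference blocker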
C8 TRAIL sens: viability loss with TRAIL in NB7+C8 cells, primary screen, TRAIL sensitizer project, cell-based, ATPlite luminescence; inhibition (viability loss, TRAIL sensitization), % at 10 µM; 360,000 tested, 1% active;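 active = compounds causing at least 50% loss of cell viability in the single-dose screen, relative to plate controls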
COUP-TFII inh: NR2F2 transcriptional activity inhibitors, primary screen, cell-based, luciferase reporter, HEK293T, luminescence. COUP transcription factor 2 (Homo sapiens), P24468. HEK293T NGFI-A luciferase reporter. inhibition, % at 8.6 µM. 370,000 tested, 0.7% active;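 active = inhibition above a per-plate cutoff, mean inhibition of test wells between control levels plus 3 SD, cut at about 38% in these data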;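 also: cells cotransfected with COUP-TFII expression vector driving the NGFI-A reporter; 0% = median of COUP-TF2 test wells and 100% = reporter-only cells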
SRC2 inh: inhibition of GAL4-SRC2 driven luciferase reporter, primary screen, SRC2 inhibitor project, cell-based, luminescence | Nuclear receptor coactivator 2 (Homo sapiens), Q15596 | HEK293 GAL4-SRC2 luciferase reporter | inhibition, % at 9 µM | 370,000 tested, 0.17% active | AID 651957, 2012;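 active = inhibition above the mean inhibition of all tested compounds plus 3 SD, set per campaign, cut at about 52% in these data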;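 also: 0% = DMSO treated cells and 100% = cells given Gossypol at 36 µM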
TLR9-MyD88 inh: inhibitors of TLR9-MyD88 association in cells, primary screen, cell-based, CHO, BLA complementation, fluorescence; 340,000 tested, 0.21% active; inhibition, % at 4.98 µM; Toll-like receptor 9 (Homo sapiens) + Myeloid differentiation primary response protein …; CCF4 FRET ratio;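 active = inhibition above the mean over all tested compounds plus 3 SD, cut at about 21% in these data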;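 also: 0% = DMSO only wells and 100% = clavulanate BLA inhibitor control wells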
Target sequence (Q99836 whole entry, looked up): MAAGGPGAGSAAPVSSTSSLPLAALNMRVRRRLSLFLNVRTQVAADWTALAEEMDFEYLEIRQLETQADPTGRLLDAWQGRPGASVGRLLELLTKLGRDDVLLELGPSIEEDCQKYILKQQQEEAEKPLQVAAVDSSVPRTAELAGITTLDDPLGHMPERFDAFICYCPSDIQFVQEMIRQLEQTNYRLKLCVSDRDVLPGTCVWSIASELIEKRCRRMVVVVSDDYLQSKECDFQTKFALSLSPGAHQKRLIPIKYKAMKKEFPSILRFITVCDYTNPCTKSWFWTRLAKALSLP
Target sequence (Q9NR96 whole entry, looked up): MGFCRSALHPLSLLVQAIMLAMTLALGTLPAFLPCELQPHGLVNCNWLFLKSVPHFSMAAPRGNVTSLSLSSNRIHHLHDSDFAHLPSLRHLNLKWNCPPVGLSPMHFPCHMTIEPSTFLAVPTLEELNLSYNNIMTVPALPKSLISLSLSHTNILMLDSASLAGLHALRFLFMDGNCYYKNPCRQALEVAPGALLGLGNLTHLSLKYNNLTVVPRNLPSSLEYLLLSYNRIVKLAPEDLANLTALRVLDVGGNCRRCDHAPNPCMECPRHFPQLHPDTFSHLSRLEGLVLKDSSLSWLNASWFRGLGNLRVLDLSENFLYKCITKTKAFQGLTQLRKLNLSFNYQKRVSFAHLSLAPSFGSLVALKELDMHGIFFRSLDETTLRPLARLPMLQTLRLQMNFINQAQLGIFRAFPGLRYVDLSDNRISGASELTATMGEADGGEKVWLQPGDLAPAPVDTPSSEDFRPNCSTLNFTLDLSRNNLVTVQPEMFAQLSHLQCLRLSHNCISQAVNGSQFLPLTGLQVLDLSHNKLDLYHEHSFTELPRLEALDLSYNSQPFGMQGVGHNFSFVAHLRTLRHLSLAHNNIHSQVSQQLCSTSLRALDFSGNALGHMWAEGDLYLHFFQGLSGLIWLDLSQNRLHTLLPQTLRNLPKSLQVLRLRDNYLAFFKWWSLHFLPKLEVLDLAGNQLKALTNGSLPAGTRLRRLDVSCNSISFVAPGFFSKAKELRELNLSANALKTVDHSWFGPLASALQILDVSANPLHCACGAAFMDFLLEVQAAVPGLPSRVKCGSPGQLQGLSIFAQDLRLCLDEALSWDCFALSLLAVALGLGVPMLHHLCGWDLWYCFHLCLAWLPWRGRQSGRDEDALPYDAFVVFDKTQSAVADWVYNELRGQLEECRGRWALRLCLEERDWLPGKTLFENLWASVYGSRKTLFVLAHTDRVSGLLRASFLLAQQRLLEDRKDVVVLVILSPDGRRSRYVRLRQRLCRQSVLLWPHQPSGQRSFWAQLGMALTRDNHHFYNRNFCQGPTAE
NR5A2 inv ag: LRH-1 (NR5A2) inverse agonists, primary screen, cell-based, luminescence, HEK293T, StAR-luciferase reporter | Nuclear receptor subfamily 5 group A member 2 (Homo sapiens), O00482 | LRH-1 transfected, 24 h | inhibition, % at 3.6 µM | 360,000 tested, 0.13% active | AID 602396, 2012;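 active = inhibition above the mean inhibition of all tested compounds plus 3 SD, cut at about 73% in these data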;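 also: 0% = DMSO wells and 100% = reporter-only cells lacking LRH-1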
TROY signal inh: inhibitors of TROY-driven NF-kB signaling, primary screen, Q293 LMP1-TROYcd cells, NF-kB luciferase, uHTS; Q293 LMP1-TROYcd NF-kB luciferase reporter, 4 h; inhibition, % at 10 µM; 360,000 tested, 0.98% active; AID 1347056, 2019;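 active = compounds whose plate-normalised and pattern-corrected inhibition of the luciferase reporter signal at the single screening dose is 50% or more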
NCOA1 inh: SRC1 coactivator transcriptional activity inhibitors, primary screen, cell-based, luminescence | 360,000 tested, 0.12% active | inhibition, % at 3.6 µM | Nuclear receptor coactivator 1 (Homo sapiens), Q15788 | HEK293 GAL4-SRC1 luciferase reporter;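 active = inhibition above the campaign mean plus 3 SD, with each screening campaign given its own cutoff, cut at about 60% in these data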;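 also: 0% = DMSO treated cells and 100% = gossypol at 36 µM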
Numbers without * were called inactive; . = not tested or not shown. A portion of the library; count on the stated rates, not on these rows.

SMILES	SRC3 inh	EBV LMP1 NFkB	Vif imaging	NOD2 RIPK2 PPI	C8 TRAIL sens	COUP-TFII inh	SRC2 inh	TLR9-MyD88 inh	NR5A2 inv ag	TROY signal inh	NCOA1 inh
COc1ccc(C(=O)N2CCC(C)(C(=O)O)C2)c(OC)c1 (centres undefined)	1	.	-8	-9	1	5	-11	.	0	-5	4
Cc1cc2cc(CCNC(=O)c3ccc(S(=O)(=O)N4CCOCC4)cc3)c(=O)[nH]c2cc1C	11	7	-6	-3	8	.	.	-8	7	1	8
Nn1c(SCC(=O)Nc2c(F)cc(F)cc2Br)nnc1C1CCCCC1	0	-8	2	-3	-1	7	-6	-2	42	-9	2
CCCOc1ccc(CCC(=O)N/N=C/c2ccncc2)cc1	18	-7	-2	12	-15	-19	-14	-10	-7	0	6
Cc1ccc(-c2nnc(NCc3ccccc3)c3ccccc23)cc1	1	-2	-15	0	-7	5	8	1	-17	26	3
COc1ccc(NC(=S)N(CCCN2CCCCC2)Cc2cccs2)cc1	3	-11	2	1	1	11	-7	0	5	-4	1
COc1ccc(-c2c(-c3ccc(S(C)(=O)=O)cc3)sc3ccc(OC)cc23)cc1	-2	-12	-18	-2	21	-3	-27	0	33	2	6
Cc1cc(C(C)(C)C)cc(C)c1S(=O)(=O)N1CC(=O)Nc2ccccc21	9	1	-3	5	-3	0	-3	-13	-3	-1	-14
COc1cc(/C=C(/NC(C)=O)C(=O)O)cc(Cl)c1OCc1ccc(Br)cc1	2	-3	10	-10	-6	-13	-13	4	1	-4	6
CCOC(=O)c1c(C)n(C)c2ccc(OCC(O)Cn3nc(C)c(Br)c3C)cc12 (centres undefined)	2	13	2	-2	15	7	4	-7	-5	2	9
CC(=O)Nc1nnc(SCc2ccccc2F)s1	-23	-26	-5	2	-15	-24	-60	-9	-40	-40	-47
O=C(Nc1ccc(O)cc1)c1ccc(C(=O)c2ccccc2)o1	-26	1	5	1	8	-14	-20	6	-22	-44	-18
COC[C@@H]1CCCN1c1ccc2c(c1)O[C@H](COCc1ccccc1)CN([C@H](C)c1ccccc1)S2(=O)=O	.	.	.	7	2	-8	-27	.	16	-9	.
Nc1nonc1-c1nc2ccccc2n1Cc1ccc(Cl)cc1	3	-2	-5	-2	11	2	14	5	-1	-19	-3
CCN(CCn1cccn1)C(=O)CC1C(=O)NCCN1Cc1cccc(OC)c1OC (centres undefined)	-9	10	-1	-7	5	2	-1	-10	8	14	0
CCN(CC)c1ccc(-n2c(C)c(C(C)=O)c(C(C)=O)c2C)cc1	37	2	-30	0	-1	26	35	-5	5	9	-7
CCC(C)(C)c1ccc(OCC(=O)N(C)C)c(C(C)(C)CC)c1	23	1	-1	-2	4	-19	24	.	13	3	17
C=CCn1c(Cn2c(-c3cnccn3)nc3ccccc32)nc2ccccc21	.	.	.	6	10	2	-8	.	24	4	.
CCC(=O)N1CCc2cc(Br)c(S(=O)(=O)CCC(=O)NCCOC)cc21	1	-1	-5	-14	10	-4	13	-10	-4	18	-10
CCCn1c(SCC(=O)/C(C#N)=C(\C)N)n[nH]c1=O	17	-9	-2	-3	4	-7	-12	-7	15	-16	-3
COc1ccc(C(C)(C)C)cc1NC(=O)C1CC(=O)N(C2CCCC2)C1 (centres undefined)	1	3	-1	-3	-9	5	-24	-8	12	17	2
CCN(C(=O)C(C)OC(=O)c1nn(-c2ccccc2C(F)(F)F)cc1O)c1ccccc1 (centres undefined)	-4	0	0	2	3	-8	-26	4	-12	8	4
O=C(NC1CCCCC1)C(c1ccncc1)N(Cc1ccccc1)C(=O)c1ccc(-c2ccccc2)[nH]1 (centres undefined)	0	-1	-8	2	27	6	-8	-11	10	-9	-2
Cc1noc(C)c1COC(=O)CCCNC(=O)c1ccc(Cl)cc1	-2	1	-1	-5	2	1	8	6	5	18	1
N/C(Cc1ccc(Cl)cc1Cl)=N\OC(=O)Cc1ccc(Cl)cc1	11	-1	-2	6	3	-5	1	2	-2	-22	-17
Cc1cc(NC(=O)CN2CCCC2c2nc3ccccc3s2)no1 (centres undefined)	-7	-11	-6	4	-16	-1	-22	-6	5	-14	-7
COc1ccccc1CC(=O)Nc1cccc(F)c1	8	0	-2	6	1	13	12	-1	24	0	0
CC(=O)Nc1ccccc1P(=O)(c1ccccc1)c1ccccc1OC(C)=O (centres undefined)	-7	0	-2	0	-11	-12	4	1	2	-4	0
CCn1c(C)[n+](Cc2ccccc2)c2ccc(C(=O)OC)cc21	19	-15	3	-7	-4	2	-29	0	11	3	-4
CC(=O)Nc1cccc(-c2ccnc3c2CC(C(=O)NCc2cccs2)O3)c1 (centres undefined)	-18	.	11	3	9	-16	26	.	22	20	-8
CC(N=C1CC(C)(C)CC(=O)/C1=C(/O)CCCN1C(=O)c2ccccc2C1=O)C(=O)O (centres undefined)	0	-2	9	-3	2	0	1	-10	-4	3	-28
O=C(CCN1C(=O)c2ccccc2S1(=O)=O)NCc1ccccc1Cl	-5	-1	1	-1	5	-8	-9	-6	9	-4	-4
CCN(c1ccccc1)S(=O)(=O)c1cccc(C(=O)N(C)CC(=O)Nc2ccc(F)c(F)c2F)c1	0	4	15	-10	-17	3	11	5	-12	21	5
Cc1ccccc1-c1cc(C(=O)NCc2ccc3c(c2)OCO3)nn1CC1CC(c2cccc([N+](=O)[O-])c2)=NO1 (centres undefined)	-8	7	-4	-8	-5	3	-2	-2	0	7	11
C[C@@H]1CN([C@H](C)CO)C(=O)CCCn2cc(nn2)CO[C@H]1CN(C)C(=O)Nc1cccc(F)c1	-20	2	-3	-14	-9	10	10	5	20	-7	-46
CC(C)(C)OC(=O)N(Cc1ccccc1)Cc1ccccc1OCc1cccc(NC(=O)C2CC2)c1	-7	12	-1	-8	10	23	11	-2	-26	8	-22
COC(=O)c1cc2oc(C)cc2n1CC(=O)N(C)c1ccccc1	-10	5	7	1	-18	8	12	0	-10	-18	3
N#CCC(=O)Nc1ccc(C(=O)NNC(=O)CCN2CCN(c3ccccc3)CC2)cc1	-14	0	12	0	-13	2	8	-3	3	-7	-10
Cn1c(=O)n(C)c2cc(/C=N/NC(=O)c3ccc(Cl)cc3Cl)ccc21	-8	1	.	0	5	-31	-22	0	11	-16	-4
COc1ccc(NC(=S)NC(NC(=O)C(C)C)C(Cl)(Cl)Cl)c([N+](=O)[O-])c1 (centres undefined)	8	-3	2	-5	-19	-5	16	-4	-11	2	0
CCCN(C(=O)c1cc(S(=O)(=O)N(C)c2ccc(OCC)cc2)ccc1C)C1CCS(=O)(=O)C1 (centres undefined)	-4	-3	1	-3	-1	-12	13	-2	0	-4	-24
Oc1ccc(-c2nc(-c3ccc(O)c(O)c3)cs2)cc1	-57	16	64*	8	-47	-89	-11	0	-84	-46	-63
CN(Cc1ccc(F)cc1)C(=O)c1sccc1-c1ccccc1	-7	2	-8	2	3	-2	5	-22	7	-30	-10
CC(C)(C#CC(O)(c1ccccc1)c1ccccc1)N1CCCC1	18	15	-8	0	1	-3	-4	3	12	-8	-17
CC(=O)N1CCC2(CC1)C(C#N)=C(N)Oc1c2sc2nc(C)cc(C)c12	-1	-9	.	-9	-15	1	-11	1	8	0	-8
CCC1(CC)NC(=O)N(CC(=O)OCC(=O)Nc2sccc2C#N)C1=O	-14	-2	4	-6	-4	15	3	-9	6	-9	-21
COc1cccc(-c2nc(-c3ccc(NC(=O)c4ccncc4)cc3)no2)c1	-10	-1	-8	-4	20	10	-26	3	-8	17	-29
Cc1nnc(N/N=C/c2ccccc2C(F)(F)F)n1N	8	-4	11	4	-20	17	-5	-5	32	12	0
CN1CCn2cnc(C(=O)N3CCN(c4ccccc4)CC3)c2C1=O	11	4	-4	7	13	-2	-13	3	-1	-4	3
CCN(c1ccccc1)S(=O)(=O)c1cc(C(=O)O)ccc1C	-16	1	-10	-6	-3	-3	-2	-6	-18	1	0
CC1(c2ccccc2)NC(=O)N(CC#N)C1=O (centres undefined)	7	-5	6	1	-3	16	0	-4	-21	-13	-3
CCOC(=O)C1C(O)=CC(=O)CC1c1ccccc1 (centres undefined)	1	0	-4	-1	-1	17	3	1	-21	-19	-8
CCN(CC(=O)Nc1ccc2c(c1)OCCO2)CC(=O)Nc1ccccc1C(F)(F)F	-8	-27	-5	-2	30	9	7	-4	4	2	-1
CN1\C(=C/C=C/C=C/C=[N+](C)C)C(C)(C)c2ccccc21	24	7	0	-4	11	18	8	4	10	5	-5
Cc1cc2c(c(=O)o1)C(CCC1CCCCC1)C(C#N)=C(N)O2 (centres undefined)	15	.	10	-12	-8	24	-21	.	9	-1	0
CCOC(=O)c1cnc(-c2ccccc2)nc1N1CC(C)OC(C)C1 (centres undefined)	8	-2	-5	-2	-6	-9	17	9	15	-16	1
COc1cc(/C=C2\SC(=O)NC2=O)ccc1Oc1ccc([N+](=O)[O-])cn1	23	6	-6	-8	-2	-4	4	3	-13	-9	10
O=C(CCc1ccccc1)Nc1ccc(NC(=O)c2ccco2)nc1	-68	8	17	11	-8	-24	-55	-2	-68	-42	-56
NS(=O)(=O)c1ccc(NC(=O)/C=C/c2ccc(S(=O)(=O)NCc3ccco3)cc2)cc1	2	0	-3	-10	13	-5	11	-2	-9	2	-9
COC(=O)c1scc(C)c1NS(=O)(=O)c1ccc(NC(C)=O)cc1	24	2	-3	1	1	-21	-24	0	10	-2	-14

New compounds follow.
SMILES	SRC3 inh	EBV LMP1 NFkB	Vif imaging	NOD2 RIPK2 PPI	C8 TRAIL sens	COUP-TFII inh	SRC2 inh	TLR9-MyD88 inh	NR5A2 inv ag	TROY signal inh	NCOA1 inh
O=C(NCC1CCCCC1)c1ccc([N+](=O)[O-])cc1	-11	-3	2	-1	9	0	13	-7	-6	-26	-2
Cc1ccc(S(=O)(=O)NCC(=O)NCC(=O)NC(C)c2ccccc2Br)cc1C (centres undefined)	4	-5	5	-2	-3	16	16	-8	6	8	-14
O=C(NCc1cccnc1)c1cccc(-c2cc3ccccc3oc2=O)c1	5	-6	.	-10	20	9	-8	-1	-1	-14	-30
COc1cc(S(=O)(=O)N2CCCCC2)ccc1NC(=O)c1ccncc1	9	0	3	-4	-19	-5	4	-9	0	0	-9
